High-throughput results deposited in PubChem BioAssay by several laboratories.
NF-kB expr up: activators of NF-kB expression in neurons, primary screen, cell-based, HTS; human neuronal cells, NF-kB reporter expression; stronger effect = higher value; fold change at 12.5 µM; hit rate 1.6% among 190,000; in the data active = fold change above about 3.3
STAT1 inh: STAT1 signaling inhibitors, primary screen, cell-based, HTS, luciferase reporter; NIH 3T3 STAT1-luciferase reporter, IFN-gamma, luminescence; inhibition, % at 5.5 µM; hit rate 0.35% among 200,000; AID 920, 2007;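 active = inhibition above a set limit, the mean inhibition across all tested compounds plus 3 SD, cut at about 34% in these data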;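 also: 0% = IFN-gamma with DMSO and 100% = IFN-gamma with 300 µM nifuroxazide; values of inactives mirror those of a sister screen read the other way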
Hsp70 act: Hsp70 transcriptional activators, primary screen, cell-based, HeLa, Hsp70 promoter luciferase, luminescence, 10 µM; hit rate 0.04% among 200,000; activation, % at 10 µM; AID 1203, 2008; HeLa Hsp70 promoter luciferase reporter; scaled: vehicle 0, proteasome-inhibitor control 100%;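 active = activation above the mean across all tested compounds plus 3 SD, cutoff set per campaign, cut at about 5.5% in these data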;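 also: 100% = MG132 at 30 µM as the positive control and 0% = DMSO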
STAT3 activator: IL-6 driven STAT3 reporter potentiators, primary screen, U3A cells, luciferase, luminescence, MLSCN library; IL-6 STAT3-luciferase reporter; 100% = signal with IL-6 EC80 alone; activation (% of control), % at 5.6 µM; hit rate 0.91% among 190,000; AID 871, 2007;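 active = activation above the screen-wide mean of compound activation plus 3 SD, cut at about 130% in these data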;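 also: 0% = background luminescence of wells with medium and substrate only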
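Material: STAT1-lacking human U3A cells, STAT3 luciferase reporter | Benchmarks: IL-6-only wells as 100% reference | Probe or stimulus: IL-6 (33 ng/mL) | Timing: Compound 1 h, then IL-6 6 h at 37 °C | Detection: Luminescence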
RAM network inh: inhibitors of the yeast RAM network, primary screen, dse1pr::URA3 reporter, 5-FOA selection; S. cerevisiae dse1pr::URA3 reporter, 5-FOA growth OD615, 2 d; analog-sensitive cbk1-as2 kinase mutant strain; inhibition, % at 50 µM; hit rate 1.8% among 190,000; AID 868, 2007;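 active = inhibition above a set limit, 3 SD over mean compound inhibition, cut at about 8.4% in these data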;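 also: 0% = DMSO-only wells with no growth and 100% = 10 µM 1-NA-PP1 full growth; inhibition rescues growth on 5-FOA so higher OD means more RAM inhibition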
APP transl inh: inhibitors of APP translation via 5'UTR reporter, primary screen, APP 5'UTR luciferase, SH-SY5Y cells; SH-SY5Y APP 5'UTR-luciferase reporter, luminescence; inhibition, % at 2 µM; hit rate 0.82% among 190,000;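 active = inhibition above a set limit, derived from the sample mean plus 3 SD, cut at about 45% in these data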; also: values of inactives mirror those of a sister screen read the other way
STAT1 act: STAT1 signaling activators, primary screen, cell-based, HTS, luciferase reporter. NIH 3T3 STAT1-luciferase reporter, IFN-gamma, luminescence; 100% = IFN-gamma alone, no compound. activation (% of control), % at 5.5 µM. hit rate 2.6% among 200,000. AID 932, 2007;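 active = activation above the screen-wide mean activation plus 3 SD, cut at about 130% in these data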;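 also: raw ratio to IFN-gamma control signal so 100% means no change and 0% no light; values of inactives mirror those of a sister screen read the other way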
FLuc inh counter: firefly luciferase enzyme inhibitors, primary screen, artefact control for luciferase-based inhibitor screens, biochemical, luminescence, ATPLite | Luciferin 4-monooxygenase (Photinus pyralis), P08659 | 10 min | inhibition, % at 10 µM | hit rate 1.5% among 200,000;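 active = inhibition above about 50% when tested at 10 µM, limit read from the data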
Target sequence (P08659 whole entry, looked up): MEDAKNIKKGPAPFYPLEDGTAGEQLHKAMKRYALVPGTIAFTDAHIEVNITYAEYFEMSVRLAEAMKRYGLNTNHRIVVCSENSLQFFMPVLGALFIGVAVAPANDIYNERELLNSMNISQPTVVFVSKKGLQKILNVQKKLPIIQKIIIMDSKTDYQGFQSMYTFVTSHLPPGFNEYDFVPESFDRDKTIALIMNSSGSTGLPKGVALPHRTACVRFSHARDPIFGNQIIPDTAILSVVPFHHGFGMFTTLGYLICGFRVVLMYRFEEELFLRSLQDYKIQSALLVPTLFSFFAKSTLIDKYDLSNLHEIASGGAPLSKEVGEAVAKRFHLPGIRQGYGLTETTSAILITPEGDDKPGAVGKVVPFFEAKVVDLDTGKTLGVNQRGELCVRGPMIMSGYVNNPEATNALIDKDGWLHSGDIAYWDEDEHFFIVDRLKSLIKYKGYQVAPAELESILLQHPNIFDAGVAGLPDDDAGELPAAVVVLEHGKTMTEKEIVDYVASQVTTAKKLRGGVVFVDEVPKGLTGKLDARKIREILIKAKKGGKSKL
APP 5'UTR act: activators of APP 5'UTR luciferase reporter, primary screen, SH-SY5Y cells; SH-SY5Y APP 5'UTR luciferase reporter, luminescence; zero percent = DMSO vehicle wells; activation, % at 2 µM; hit rate 1% among 190,000; AID 1276, 2008;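 active = activation above a set limit, based on mean plus 3 SD of controls, cut at about 140% in these data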; also: values of inactives mirror those of a sister screen read the other way
STAT3 inh: IL-6 driven STAT3 reporter inhibitors, primary screen, U3A cells, luciferase, luminescence, MLSCN library; AID 862, 2007; hit rate 0.89% among 190,000; IL-6 STAT3-luciferase reporter; host cell line lacks STAT1; inhibition, % at 5.5 µM;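 active = inhibition above the mean inhibition across all screened compounds plus 3 SD, cut at about 44% in these data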;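 also: 0% = DMSO only wells and 100% = 100 µM nifuroxazide control wells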
Numbers without * were called inactive; . = no result given.

SMILES	NF-kB expr up	STAT1 inh	Hsp70 act	STAT3 activator	RAM network inh	APP transl inh	STAT1 act	FLuc inh counter	APP 5'UTR act	STAT3 inh
Cc1ccc(NC(=O)CSCCc2ccccn2)nc1	1.1	-7	0.2	105	0.7	.	107	1	.	1
O=C(O)c1ccc(N=NN2CCOCC2)cc1	1.3	-28	-0.3	99	0.8	4	125	-6	-4	0
COc1ccc(C(=O)c2c(C)oc3ccc(O)c(CN4CCOCC4)c23)cc1	0.94	-2	-0.3	102	0.0	-1	102	1	1	2
COc1ccc(C)cc1NC(=O)CSc1nnc(-c2ccco2)n1Cc1ccco1	1	1	-0.4	100	0.8	3	99	-4	-3	8
N#C/C(=C/c1ccc(F)cc1)C(N)=S	1.3	9	-0.1	101	-0.1	9	91	-9	-9	2
CCCn1c(=O)[nH]c(=O)c2c1nc(-c1cccs1)n2CCOC	1.1	7	-0.5	102	-0.8	-3	93	-4	3	0
Cc1occc1C(=O)N1CCN(c2ncccn2)CC1	1.1	-2	-0.3	99	0.1	-21	102	-8	21	3
Cc1ccc(-c2nnn(CC(=O)N(CCO)C(C(=O)NC3CCCC3)c3ccc(F)cc3)n2)o1 (configuration not stated)	1.4	-5	-0.3	102	4.3	-13	103	-3	13	0
COc1ccc(-c2cnn(C3CCS(=O)(=O)C3)c2N)cc1 (configuration not stated)	1.1	1	-0.2	97	1.2	-1	99	-2	1	8
Cc1cc(C)n2nc(SCc3nnc(SCc4ccccc4C)s3)nc2n1	0.96	14	-0.4	98	-0.8	10	87	-3	-10	9
O=C(Nc1cccc(Cl)c1)N(CCN1CCOCC1)Cc1ccccc1F	1.2	1	-0.1	105	1.6	18	99	0	-18	0
COc1ccc(C(NC(=O)c2ccccc2F)NC(=O)c2ccccc2F)cc1	1.1	-2	-0.3	89	3.0	13	101	0	-13	17
COc1ccc(C(=O)NNC2CC(=O)N(Cc3ccc(Cl)cc3)C2=O)cc1OC (configuration not stated)	1.2	0	-0.5	93	1.0	8	100	-9	-8	10
CCOC(=O)c1oc2ccccc2c1CSc1nnnn1-c1ccc(OC)cc1	1.1	3	0.0	98	7.4	1	98	-3	-1	7
CC12CCC(C(=O)Nc3nccs3)(OC1=O)C2(C)C (configuration not stated)	1	-8	-0.2	105	1.2	-8	107	-8	8	-1
CCCCc1nnc(NC(=O)CSc2nc(O)c(-c3ccccc3)c(=O)[nH]2)s1	1.2	-9	-0.2	104	6.2	7	107	0	-7	-4
CC(NC(=O)c1ccc(Br)s1)c1ccncc1 (configuration not stated)	1.1	0	-0.1	100	2.2	-9	100	-1	9	0
S=C1COC(c2ccccc2)N1c1ccccc1 (configuration not stated)	1.5	-7	-0.4	112	1.2	-6	106	-6	7	-11
CSC1=N/C(=C\c2cccc(F)c2)C(=O)S1	1.2	-2	-0.1	100	5.2	1	102	-1	-1	5
Cc1cc(C)cc(C(=O)N(CCc2ccccc2)C2=CC3CCC(C2)N3C)c1 (configuration not stated)	0.87	4	0.0	93	0.1	-34	96	-2	34	18
CC[N+]1(CC)CC2CCC(C)(C1)C2(C)C (configuration not stated)	1	0	0.1	95	0.2	-18	98	-9	18	12
O=S(=O)([N-]c1nc2ccccc2nc1-[n+]1ccccc1)c1ccccc1	1.1	-4	-0.1	104	1.8	-5	103	-5	5	-5
Cc1nn(C2CCS(=O)(=O)C2)c(Cl)c1/C=C/C(=O)OCC(=O)Nc1ccccc1[N+](=O)[O-] (configuration not stated)	0.93	9	-0.2	99	4.1	-5	91	0	5	3
COc1cc(S(=O)(=O)N2CCN(Cc3ccccc3)CC2)ccc1Br	1.2	-4	-0.3	131	0.9	-18	108	-7	18	-34
O=C(COC(=O)CSCC(=O)N1CCCCC1)Nc1ccc(Cl)cc1	1.1	-5	-0.3	102	0.0	4	104	-6	-4	1
Cc1cc(NC(=O)COC(=O)c2ccc(S(=O)(=O)N3CCCc4ccccc43)cc2)no1	1.6	-2	-0.4	123	5.1	92*	102	-2	-92	-21
O=C(NCCCN1CCN(CCCNC(=O)c2cccc(Cl)c2)CC1)c1cccc(Cl)c1	1	1	-0.6	96	0.7	-7	99	-6	7	2
COCC(C)n1c(SCc2ccc(C(=O)OC)o2)nc2ccccc2c1=O (configuration not stated)	2.8	1	-0.3	96	4.0	10	99	1	-10	10
NS(=O)(=O)c1ccc(CCNCc2cccs2)cc1	1.6	7	-0.1	95	0.7	4	92	1	-4	10
COc1ccc(OC)c(N(CC(N)=O)S(=O)(=O)c2ccc(OC)c(OC)c2)c1	0.83	0	0.3	99	0.9	7	100	0	-7	9
Nn1c(SCC(=O)Nc2ccc(F)cc2)nnc1-c1ccccn1	1	4	-0.4	104	0.9	-5	96	-3	5	3
CCOC(=O)C1CCN(C=Nc2cc(C)on2)CC1	0.94	-2	-0.1	102	1.7	-5	102	-11	5	0
O=C(COc1ccc(S(=O)(=O)N2CCCC2)cc1)NCc1ccco1	1.3	7	-0.3	103	0.0	-15	94	-5	15	-3
O=S(=O)(NCC(Nc1ccccc1)c1ccccc1)c1ccc(Cl)cc1 (configuration not stated)	1.1	9	-0.5	99	9.2*	1	92	-3	-1	4
Cc1ccccc1C(=O)Nc1ccccc1C(=O)NCC(C)C	1.4	5	-0.4	95	2.8	5	93	1	-5	11
C=C1CC2C=C(NC(C)=O)CC(C1)C2 (configuration not stated)	0.97	-5	0.0	100	0.7	-11	104	-2	11	5
Cc1ccc(OCCCC(=O)NCc2ccco2)cc1	1	3	-0.6	98	0.3	13	97	-6	-13	12
COc1ccc(NC(=O)CCNS(=O)(=O)c2cccc3nsnc23)cc1OC	0.99	4	-0.5	108	0.4	4	96	-3	-4	-5
c1ccc2c(c1)ncn2-c1ccc(-c2ccnc3ncnn23)cc1	1.4	-3	1.0	107	1.1	4	101	-2	-4	-1
CCC(Oc1nc2ccccc2nc1-c1ccccc1NC(C)=O)C(=O)c1ccccc1 (configuration not stated)	0.88	22	-0.3	93	3.0	-72	81	1	71	20
CN(C1CCCCC1)S(=O)(=O)c1ccc(C(=O)N2CCN(c3nc4ccccc4s3)CC2)cc1	1.2	5	-0.1	94	4.8	12	95	-6	-12	10
CCC(C)C(=O)N1CCCC(c2nc(-c3cccs3)no2)C1 (configuration not stated)	2	-32	0.0	102	-0.1	-31	126	5	31	-2
C=CCNC(=S)NNC(=O)c1ccc([N+](=O)[O-])cc1	0.93	-8	-0.2	97	0.2	11	106	-8	-11	12
Cc1cc(C)c(OCC(=O)Nc2nnc(-c3ccco3)o2)c(C)c1	1.1	-2	-0.5	102	4.2	-11	100	-4	11	-1
CSc1ccc(CN(C)CC(=O)Nc2ccc(C)cc2Br)cc1	1.1	-3	0.0	114	1.1	-4	102	-11	4	-12
CCCCn1c(-c2csc(CC)c2)n[nH]c1=S	1.1	-1	-0.5	97	-1.0	19	101	9	-19	6
CCCC1=C(C(=O)OCC)C(c2ccco2)C(C#N)=C(N)O1 (configuration not stated)	0.9	3	-0.2	104	0.9	-16	96	-5	16	7
CC(C)(C)c1cc2cccnc2n1Cc1cccc(F)c1	0.89	-1	-0.2	113	0.8	.	100	0	.	-10
O=S(=O)(Nc1nccs1)c1cc(Cl)ccc1Cl	0.97	-3	0.4	108	3.8	-4	103	-4	4	-7
CSCCC(NC(=O)c1ccco1)C(=O)OCC(=O)Nc1ncc(Cl)c(C)c1Cl (configuration not stated)	1	-2	0.0	145*	1.5	-20	102	-1	20	-47
CCOCCn1c(CN(Cc2ccccc2)Cc2ccccc2)nc2c1c(=O)[nH]c(=O)n2C	0.82	9	-0.3	73	0.9	4	92	0	-4	39
COc1ccc(Br)c2oc(S)cc(=O)c12	0.96	0	-0.1	105	-0.7	14	100	-1	-14	-9
COC(=O)c1nc(N)sc1-c1ccc(OC)cc1	1.3	5	-0.4	104	0.9	-12	96	-4	12	-2
Cc1cc(S(=O)(=O)NCc2ccccc2)ccc1OCC(=O)Nc1cccc([N+](=O)[O-])c1	1.4	9	-0.4	87	11*	8	92	-2	-8	17
C=CCn1c(Oc2ccccc2)nc2c1c(=O)n(C)c(=O)n2C	1	6	-0.4	109	0.0	-36	95	-9	36	-8
CCOCC(=O)Nc1cc(C(=O)OC)cc(C(=O)OC)c1	1.2	-7	-0.4	110	2.1	9	106	-3	-9	-7
Cc1cccnc1NC(=O)c1ccccc1-c1ccccc1C(=O)Nc1ncccc1C	1.2	10	-0.5	101	0.3	14	91	-4	-14	3
Cc1cc(C(=O)NC(C)Cc2ccccc2)cc(C)c1[N+](=O)[O-] (configuration not stated)	1.2	1	0.6	84	1.4	1	98	-4	-1	21
COC(=O)c1c(NC(=O)CSc2nnc(C)c(=O)[nH]2)sc(C)c1C	0.95	0	-0.1	107	3.2	-21	99	-1	21	4
Cc1cc(C)cc(-n2c(O)c(C=NC3CCS(=O)(=O)C3)c3ccccc3c2=O)c1 (configuration not stated)	0.78	9	-0.1	82	-0.8	4	92	-3	-3	24
More records:
SMILES	NF-kB expr up	STAT1 inh	Hsp70 act	STAT3 activator	RAM network inh	APP transl inh	STAT1 act	FLuc inh counter	APP 5'UTR act	STAT3 inh
O=C(Nc1ccc2c(c1)OCO2)c1ccc(NC2CC2)c([N+](=O)[O-])c1	1.3	4	-0.3	99	5.4	-26	96	3	27	5
O=C(CSc1nnc(C2COc3ccccc3O2)o1)N1CCOCC1 (configuration not stated)	1.1	-4	0.0	98	0.2	-21	104	-6	21	4
CC(C)N(C(=O)COc1ccc(Br)cc1Cl)C(C)C	0.96	6	0.2	96	-0.7	-11	94	-6	11	7
COc1cc(NC(=O)CN(c2ccc(C)cc2)S(=O)(=O)c2c(C)nn(C)c2C)cc(OC)c1	0.91	0	0.2	101	5.2	8	100	-1	-8	7
CCOc1ccc(/C=N/NC(=O)C(C)N(c2ccc(OC)cc2)S(C)(=O)=O)cc1 (configuration not stated)	1.1	-4	-0.3	102	2.3	-7	103	-2	7	2
Cc1ccc(S(=O)(=O)NCC(=O)OCC(=O)NC(=O)NC2CCCC2)cc1	1.1	-8	-0.3	102	-0.4	6	107	-5	-6	1

Pulled one by one from the entries so far, 3 records:
SMILES	NF-kB expr up	STAT1 inh	Hsp70 act	STAT3 activator	RAM network inh	APP transl inh	STAT1 act	FLuc inh counter	APP 5'UTR act	STAT3 inh
O=C(CSc1nnc(C2COc3ccccc3O2)o1)N1CCOCC1 (configuration not stated)	1.1	-4	0.0	98	0.2	-21	104	-6	21	4
CC(C)N(C(=O)COc1ccc(Br)cc1Cl)C(C)C	0.96	6	0.2	96	-0.7	-11	94	-6	11	7
CCOc1ccc(/C=N/NC(=O)C(C)N(c2ccc(OC)cc2)S(C)(=O)=O)cc1 (configuration not stated)	1.1	-4	-0.3	102	2.3	-7	103	-2	7	2
